Source: PubChem (several laboratories)
OX1R FRET antag – OX1R (human) antagonism; O43613; OX1R-expressing cells, FRET antagonist read-out; inhibition, % at 6.6 µM; 330,000 tested, 1.8% active; AID 485270; in the data active = inhibition mostly above about 38%, no sharp cut-off; inactive = mostly below about 40%;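 note: 0% = agonist challenge alone and 100% = reference antagonist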
Target sequence (O43613 whole entry, looked up): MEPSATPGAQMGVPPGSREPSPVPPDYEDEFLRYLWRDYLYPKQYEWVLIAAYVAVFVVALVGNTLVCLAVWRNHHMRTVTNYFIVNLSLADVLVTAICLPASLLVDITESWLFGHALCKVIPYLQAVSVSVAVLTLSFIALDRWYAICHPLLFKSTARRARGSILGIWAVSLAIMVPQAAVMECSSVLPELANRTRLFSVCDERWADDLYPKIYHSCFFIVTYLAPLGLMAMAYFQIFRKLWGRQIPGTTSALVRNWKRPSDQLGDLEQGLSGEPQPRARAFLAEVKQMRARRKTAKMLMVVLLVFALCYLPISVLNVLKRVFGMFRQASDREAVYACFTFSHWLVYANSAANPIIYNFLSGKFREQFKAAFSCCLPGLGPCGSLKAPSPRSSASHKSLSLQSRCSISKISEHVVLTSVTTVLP
STK33 inh – inhibitors of human STK33 kinase | Q9BYT3 | purified STK33, MBP phosphorylation, ADP-Glo luminescence | inhibition, % at 10 µM | 320,000 tested, 0.073% active;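 active = inhibition at or above 25%, using the most active replicate where run in duplicate; inactive = inhibition below 25%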
Target sequence (Q9BYT3 whole entry, looked up): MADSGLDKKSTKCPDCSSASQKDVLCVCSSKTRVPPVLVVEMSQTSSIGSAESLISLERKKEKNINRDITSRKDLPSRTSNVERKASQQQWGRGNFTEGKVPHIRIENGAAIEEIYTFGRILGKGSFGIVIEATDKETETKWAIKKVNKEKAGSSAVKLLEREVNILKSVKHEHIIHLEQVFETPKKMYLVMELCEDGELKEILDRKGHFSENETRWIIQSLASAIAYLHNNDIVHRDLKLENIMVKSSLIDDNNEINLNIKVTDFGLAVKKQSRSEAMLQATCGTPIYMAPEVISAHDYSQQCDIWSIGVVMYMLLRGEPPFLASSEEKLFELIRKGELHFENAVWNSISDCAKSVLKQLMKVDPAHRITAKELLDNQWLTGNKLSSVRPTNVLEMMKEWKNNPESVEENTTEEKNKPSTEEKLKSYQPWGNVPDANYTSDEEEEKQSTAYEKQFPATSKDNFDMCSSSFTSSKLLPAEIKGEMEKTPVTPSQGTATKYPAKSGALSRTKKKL
An asterisk follows results filed as active.

SMILES	OX1R FRET antag	STK33 inh
COc1ccccc1/C=C/c1nc2ccc(OC(C)=O)cc2c(=O)o1	2	0.0
COc1ccc(Nc2nc(-c3ccc(OC)cc3)c(CCC(=O)O)s2)cc1	8	-0.5
O=C(c1ccc(N2CCN(S(=O)(=O)c3ccccc3)CC2)c([N+](=O)[O-])c1)N1CCOCC1	13	-0.1
COc1cc(C2NC(=O)N(C)C(C)=C2C(=O)OCc2ccccc2)cc(Br)c1O (stereo not drawn)	9	-1.0
CC(=O)c1ccc(OC(=O)C2CC(=O)N(c3cccc(C)c3)C2)cc1 (stereo not drawn)	8	1.9
COc1ccc(-n2nc(C(=O)NCC(=O)Nc3cc(OC)ccc3OC)c3ccccc3c2=O)cc1	9	1.3
O=C(Nc1ccc(C2CC2(Cl)Cl)cc1)c1cccc([N+](=O)[O-])c1 (stereo not drawn)	14	-0.1
CC(NC(=O)CN1CCCC1)c1ccccc1 (stereo not drawn)	4	-0.4
c1ccc(CSc2nc3ccccc3[nH]2)cc1	19	6.9
CCOc1ccccc1NC(=O)c1ccc(NC(=O)C2CCCO2)cc1 (stereo not drawn)	14	0.9
NCCCCCC(=O)N/N=C/c1coc2ccccc2c1=O	3	2.0
NNC(=O)c1cc(-c2cccs2)nc2ccccc12	4	-0.7
COC(=O)c1cc(S(=O)(=O)N2CCC(C)CC2)cn1C	-1	-2.1
O=C(Nc1ccccn1)c1ccc(Br)c(S(=O)(=O)N2CCCCC2)c1	22	-1.6
Cc1ccc(S(=O)(=O)NCCCN2CCOCC2)c(C)c1	17	0.1
COc1cc2ncnc(NCc3ccc4c(c3)OCO4)c2cc1OC	-7	-1.2
Cc1ccc(C)c(NC(=O)CSc2ccc(-c3ccco3)nn2)c1	10	-2.0
COc1ccc(S(=O)(=O)NNC(=O)C2Cc3c(ccc4ccccc34)O2)cc1 (stereo not drawn)	34	-6.9
CC(=O)c1ccccc1NC(=O)COC(=O)CN1C(=O)C2CCCCC2C1=O (stereo not drawn)	1	0.8
Cc1ccn2c(=O)nc(SCC(=O)c3ccc(Cl)cc3)nc2c1	22	-0.9
CC1CCCC(NC(=O)c2n[nH]c(=O)c3ccccc23)C1C (stereo not drawn)	13	-2.2
N/C(=N\OC(=O)c1ccccc1Cl)c1ccncc1	31	2.7
O=C(COC(=O)/C=C/c1ccc(S(=O)(=O)N2CCOCC2)cc1)NC1CCCCCCC1	10	-0.5
O=C(Nc1ccc(Nc2ccccc2)cc1)c1ccc(Cl)cc1Cl	14	-0.7
CCOC(=O)CSCc1csc(CC(=O)Nc2ccccc2C)n1	12	-1.1
CCC(=O)N1CCN(c2ccc(Cl)cc2NC(=O)Cc2ccccc2)CC1	5	1.0
CC(C)(C)N=C1SCC(C)(/C=N/O)S1 (stereo not drawn)	17	-1.1
O=C(O)CC1COc2ccccc2N1S(=O)(=O)c1ccc(Br)cc1 (stereo not drawn)	-7	-1.1
CCn1c(SCC(=O)Nc2ccc3c(c2)OCCO3)nc2c(c1=O)SC(C)C2 (stereo not drawn)	8	-0.3
Cc1ccc(CC(=O)N/N=C/c2ccc(OC(=O)c3ccc([N+](=O)[O-])cc3)cc2)cc1	18	2.3
CC(=O)Nc1ccc(S(=O)(=O)N2CCSC2c2ccccc2Cl)cc1 (stereo not drawn)	39	3.7
CCOC(=O)c1[nH]c2ccccc2c1NC(=O)CN1CCCCC1	21	13
CCc1cc2c(COC(=O)c3cccc(NS(C)(=O)=O)c3)cc(=O)oc2cc1O	30	-0.9
O=C(CN1C(=O)C(=O)N(C2CCCC2)C1=O)Nc1ccc(OC(F)F)cc1	4	-0.5
O=C(Cc1ccccn1)c1ccc(F)cc1	38	-0.3
CCCc1c(C(=O)OCC)sc(N)c1C#N	5	0.0
Nc1nc2cc(S(=O)(=O)NC3=NCCCCC3)ccc2s1	2	0.1
CCc1cccc(Nc2cc(C)nc3nc(C)nn23)c1	11	0.5
O=C1CCNc2c(Cl)cccc21	5	-1.2
CCN(CC)CCN(C(=O)c1ccc2c(c1)OCCO2)c1nc2cc(C)cc(C)c2s1	12	0.2
CCCCN1C(N)=NC[C@@H]1CC1CCCCC1	28	-0.2
COc1ccc(N2CCOCC2)c(NC(=O)c2ccc(Br)o2)c1	4	22
O=[N+]([O-])c1ccc(Cl)c(CN2CCC(O)CC2)c1	40	0.6
CCOC(=O)c1c(NC(=O)COC(=O)CC(NC(C)=O)c2ccccc2)sc(C(=O)NC)c1C (stereo not drawn)	20	-3.0
CC1CCCCN1C(=O)c1cc(Cl)ccc1[N+](=O)[O-] (stereo not drawn)	21	-2.1
CCOC(=O)Cc1csc(NC(=S)NC(=O)c2ccc(C)cc2)n1	15	0.2
COc1ccc(C(CNS(=O)(=O)c2ccc(NC(C)=O)c(OC)c2)N2CCCCC2)cc1 (stereo not drawn)	-2	0.0
CCc1c(C(=O)NNC(=S)NC2CCCCC2)csc1C	1	-1.2
COc1ccc(N(Cc2cc3cccc(C)c3[nH]c2=O)S(C)(=O)=O)cc1	18	-2.6
O=c1cc(-c2ccccc2)nc(SCCOc2ccccc2Cl)[nH]1	13	-1.9
Cn1c2c(c(=O)n(C)c1=O)CN(CCc1ccccc1)CN2	6	-2.5
Cc1nc(N2CCCCC2)c2c(C)c(C(=O)Nc3ccc4c(c3)OCCO4)sc2n1	13	-0.5
CCOc1ccc(C(=O)N[C@H](C(=O)Nc2ccccc2OC)C(C)C)cc1	22	-1.4
Cc1noc(C(=O)NCC2CCCO2)c1Cl (stereo not drawn)	17	-0.5
O=C(Nc1nccs1)C1CCN(S(=O)(=O)c2cnc[nH]2)CC1	2	-0.5
O=C(CNC(=O)c1ccc(Br)o1)NCC1CCCO1 (stereo not drawn)	-3	-0.1
Cc1nc(Br)c(Br)c(C)c1Br	2	-1.9
O=C(Nc1ccc(COc2ccccc2)cc1)Nc1cccc(C(=O)O)c1	0	-1.4
COCCCNC(=O)c1cc(S(=O)(=O)NCCCN2CCCC2=O)ccc1Cl	3	-1.3
CCCC(=O)Nc1nnc(S(=O)(=O)N(CC(C)C)c2ccccc2)s1	12	-1.5

The results go on.
SMILES	OX1R FRET antag	STK33 inh
O=C1c2ccccc2C(=O)N1CC1=CCS(=O)(=O)C1	37	-0.1
CN(C)S(=O)(=O)c1cccc(NC(=O)c2cc(=O)[nH]c(=O)[nH]2)c1	1	0.6
Cc1c(NC(=O)c2cccc(NS(C)(=O)=O)c2)c(=O)n(-c2ccccc2)n1C	1	-0.2
CCn1nc(C(=O)Nc2ccc(S(=O)(=O)Nc3ncccn3)cc2)c2ccccc2c1=O	16	0.9
COc1ccc(NC(=O)c2ccc(-c3ccccc3C(F)(F)F)o2)cc1	33	-0.1
Oc1ccccc1/C=N/n1c(COc2ccccc2)n[nH]c1=S	5	0.0
Cc1cc(C)c2c(N)c(C(=O)Nc3ccccc3Cl)sc2n1	23	-0.2
COc1ccc(NS(=O)(=O)NC(=O)c2c[nH]c3ccccc23)cc1	28	-0.7
CC(NC(=O)Cc1ccc(S(=O)(=O)N2CCOCC2)s1)c1ccc(Cl)c(Cl)c1 (stereo not drawn)	11	-1.3
CC(C(=O)NC1=NCCS1)(C(F)(F)F)C(F)(F)F	1	-0.3
COC(=O)Nc1nnc(COc2ccccc2)s1	1	-2.2
Cn1c(=O)c2c(nc(N3CCCCC3)n2C)n(C)c1=O	10	-1.4
COc1ccc(C2=CC(=O)OC3(CCCCC3)O2)cc1	16	4.0
O=C(Nc1ccc(F)cc1)OCCOc1ccc(Br)cc1	8	0.8
O=C(NC(O)C(=O)c1ccccc1)c1ccccn1 (stereo not drawn)	19	-0.6
O=C(/C=C/c1cccs1)c1cc(Br)ccc1OC(=O)N1CCOCC1	14	-0.1
Clc1ccc(OCc2nn3c(-c4ccco4)nnc3s2)c(Cl)c1	7	-1.0
CCOC(=O)C1CCCN(Cc2c(C(=O)N3CCCCC3)nc3c(C)cccn23)C1 (stereo not drawn)	9	-1.0
CCOc1cccc(NC(=O)Cn2nc(-c3ccc4c(c3)OCCO4)ccc2=O)c1	24	-3.2
Cc1ccc(O)c(-c2cc(C(=O)NCc3ccccc3)[nH]n2)c1	20	-0.7
O=C(O)CCN1C(=O)S/C(=C\c2cccnc2)C1=O	60	0.8
C/C(=N\OC(=O)c1c(-c2c(F)cccc2Cl)noc1C)c1nccs1	30	-1.3
CC(=O)NCCOC(=O)Nc1sc(=S)n(C)c1C	14	-0.3
CC(C)C[C@H]1COCCS(=O)(=O)N1Cc1cccc(F)c1	15	-1.3
Cc1ccc(SCc2ccc(C(=O)Nc3ccccc3C(=O)NC(C)C)cc2)cc1	13	-0.1
COc1cc(C(=O)Nc2cc(C)ccc2C)ccc1OCc1c(C)noc1C	12	-0.4
O=C(CCCC1=NS(=O)(=O)c2ccccc2N1)Nc1ccccc1	8	-1.5
Cc1ccc(S(=O)(=O)c2nc(-c3ccc(F)cc3)oc2SCC(=O)NCC2CCCO2)cc1 (stereo not drawn)	7	-1.0
CN(C)CCN1C(=O)C2C(C(=O)Nc3cc(Cl)cc(Cl)c3)C3C=CC2(O3)C1C(=O)NC1CCCCC1 (stereo not drawn)	-3	-2.1
CC(C)(C)NCCCCOc1ccccc1F	11	-0.5
Cn1cc(Cl)c(C(=O)OCC(=O)c2ccccc2)n1	16	0.9
COc1ccc(CCN(C)C(=O)CN2C(=O)NC3(CCCCC3C)C2=O)cc1OC (stereo not drawn)	15	0.3
N/C(COc1cc(Cl)cc(Cl)c1)=N\O	6	-1.5
CNC(=O)COc1coc(CN2CCN(c3cccc(Cl)c3)CC2)cc1=O	12	-1.3
O=C(Nc1ccc(OC(F)F)c(Cl)c1)C(c1ccccc1)c1ccccc1	28	-1.1
COCC(=O)Oc1c(S(=O)(=O)c2ccc(C)cc2)c(C)nn1C(C)(C)C	1	-1.2

22 neighbouring compounds already listed, for reference:
SMILES	OX1R FRET antag	STK33 inh
COCCCNC(=O)c1cc(S(=O)(=O)NCCCN2CCCC2=O)ccc1Cl	3	-1.3
CCCC(=O)Nc1nnc(S(=O)(=O)N(CC(C)C)c2ccccc2)s1	12	-1.5
O=C1c2ccccc2C(=O)N1CC1=CCS(=O)(=O)C1	37	-0.1
CN(C)S(=O)(=O)c1cccc(NC(=O)c2cc(=O)[nH]c(=O)[nH]2)c1	1	0.6
Cc1c(NC(=O)c2cccc(NS(C)(=O)=O)c2)c(=O)n(-c2ccccc2)n1C	1	-0.2
CCn1nc(C(=O)Nc2ccc(S(=O)(=O)Nc3ncccn3)cc2)c2ccccc2c1=O	16	0.9
COc1ccc(NC(=O)c2ccc(-c3ccccc3C(F)(F)F)o2)cc1	33	-0.1
Oc1ccccc1/C=N/n1c(COc2ccccc2)n[nH]c1=S	5	0.0
Cc1cc(C)c2c(N)c(C(=O)Nc3ccccc3Cl)sc2n1	23	-0.2
COc1ccc(NS(=O)(=O)NC(=O)c2c[nH]c3ccccc23)cc1	28	-0.7
CC(NC(=O)Cc1ccc(S(=O)(=O)N2CCOCC2)s1)c1ccc(Cl)c(Cl)c1 (stereo not drawn)	11	-1.3
CC(C(=O)NC1=NCCS1)(C(F)(F)F)C(F)(F)F	1	-0.3
COC(=O)Nc1nnc(COc2ccccc2)s1	1	-2.2
Cn1c(=O)c2c(nc(N3CCCCC3)n2C)n(C)c1=O	10	-1.4
COc1ccc(C2=CC(=O)OC3(CCCCC3)O2)cc1	16	4.0
O=C(Nc1ccc(F)cc1)OCCOc1ccc(Br)cc1	8	0.8
O=C(NC(O)C(=O)c1ccccc1)c1ccccn1 (stereo not drawn)	19	-0.6
O=C(/C=C/c1cccs1)c1cc(Br)ccc1OC(=O)N1CCOCC1	14	-0.1
Clc1ccc(OCc2nn3c(-c4ccco4)nnc3s2)c(Cl)c1	7	-1.0
CCOC(=O)C1CCCN(Cc2c(C(=O)N3CCCCC3)nc3c(C)cccn23)C1 (stereo not drawn)	9	-1.0
CCOc1cccc(NC(=O)Cn2nc(-c3ccc4c(c3)OCCO4)ccc2=O)c1	24	-3.2
Cc1ccc(O)c(-c2cc(C(=O)NCc3ccccc3)[nH]n2)c1	20	-0.7

The main list resumes with the two entries that preceded the break.
SMILES	OX1R FRET antag	STK33 inh
O=C(Nc1ccc(OC(F)F)c(Cl)c1)C(c1ccccc1)c1ccccc1	28	-1.1
COCC(=O)Oc1c(S(=O)(=O)c2ccc(C)cc2)c(C)nn1C(C)(C)C	1	-1.2
CCC(CC)C(=O)Nc1nnc(S(=O)(=O)N2CCc3ccccc32)s1	8	-0.7
CCN(CC)C(=O)CN1C(=O)c2cccc3cccc(c23)C1=O	69*	-0.6
O=C(NCCN1CCOCC1)C(=O)NCC1OCCN1S(=O)(=O)c1ccc(Br)cc1 (stereo not drawn)	-2	0.2
CCN1CCn2c3c(c4cccc(C)c42)CCCC31 (stereo not drawn)	12	0.7
N/C(=N\OC(=O)CCC(=O)O)c1ncc(C(F)(F)F)cc1Cl	11	0.3
CCOc1ccc(S(=O)(=O)NCCSCc2ccco2)cc1	10	-1.1
O=C(Nc1ccccc1F)C1CCCC1	7	-4.3
COc1cccc(/C=N/NC(=O)c2nc(-c3ccccc3)cc(-c3ccccc3)n2)c1O	27	-1.7
O=[N+]([O-])c1ccccc1CNC1CCCCCC1	23	-2.6
CCOC(=O)C(=Nc1ccccc1)NO	10	-0.9
OCC#CCSc1nnc(-c2ccccc2Br)o1	23	0.5
CC(=O)N1c2ccc(S(=O)(=O)NCCC(=O)N(C)Cc3ccccc3)cc2CC1C (stereo not drawn)	11	-3.6
O=C(Oc1ccc(-c2cnc3ccccc3n2)cc1)c1ccc(Cl)c([N+](=O)[O-])c1	28	-1.0
CCn1cc(C(=O)O)c(=O)c2cnc(N3CCN(C(=S)NC(=O)c4ccc(OC)cc4)CC3)nc21	7	5.5
COc1ccc(NC(=O)CCNS(=O)(=O)c2ccc(NC(C)=O)cc2)cc1Cl	16	-4.3
CC(OC(=O)c1n[nH]c2ccccc12)C(=O)Nc1ccccc1[N+](=O)[O-] (stereo not drawn)	36*	-1.5
CS(=O)(=O)c1cnc(-c2ccccc2)nc1Sc1ccc(F)cc1	-3	-1.0
CCOC(=O)c1ccc(N2C(=O)c3cccc4c(C(=O)O)ccc(c34)C2=O)cc1	20	-3.6
CN(C)c1ccc(NC(=O)C2CCCN(S(=O)(=O)c3ccccc3)C2)cc1 (stereo not drawn)	23	-0.4
CC(C)n1c(CNC(=O)c2ccccc2)nc2ccccc21	7	3.2
Cc1nc(-c2cccc(S(=O)(=O)N3CCCC(C)C3)c2)cs1 (stereo not drawn)	45	1.2
